MsrA inh = bovine MsrA enzyme inhibitors, primary screen, biochemical, absorbance, HTS; Methionine sulfoxide reductase A (Bos taurus); purified bovine MsrA, absorbance read-out; inhibition, % at 15.5 µM; 0.75% of 360,000 active; AID 651718, 2012; in the data active = inhibition above about 4.5%;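 note: 0% = vehicle wells with enzyme and 100% = reference inhibitor wells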
CSN deneddyl inh = inhibitors of CSN-mediated cullin deneddylation, primary screen, biochemical, fluorescence polarization, uHTS | COP9 signalosome complex subunit 5 (Homo sapiens), Q92905 | Purified CSN, SCF-Nedd8-OG deneddylation | inhibition, % at 12.5 µM | 0.38% of 360,000 active | AID 651999, 2013;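 active = pattern-corrected inhibition above about 35%, with an unprinted fluorescence ratio check between 0.5 and 1.5, limit read from the data, passing the limit was not always enough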;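 note: 0% = enzyme with substrate and 100% = substrate without enzyme; some results filed as inactive read as strong as hits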
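assay system = purified human Csn5 enzyme expressed in HEK293T cells | amount = 0.24 nM enzyme | buffer or medium = Tris/NaCl/DTT buffer, pH 7.5 | reagent = 10 nM SCFSkp2-Nedd8OG | compound = one concentration, 12.5 µM, 0.25% DMSO | times = 90 min reaction at room temperature | signal = FP | read-out basis = % inhibition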
FAS TE block = FAS thioesterase domain inhibitors, primary screen, biochemical, fluorescence intensity, uHTS; inhibition, % at 15 µM; 0.67% of 360,000 active; Fatty acid synthase (Homo sapiens), P49327; recombinant FAS-TE, OMFH fluorogenic substrate, fluorescence endpoint;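 active = compounds whose normalised, plate-corrected inhibition of enzyme fluorescence in the single-dose primary screen is 50% or more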;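 note: 0% = DMSO with enzyme and 100% = substrate without enzyme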
MsrA act = bovine MsrA enzyme activators, primary screen, biochemical, absorbance, HTS; purified bovine MsrA, absorbance read-out; 0.3% of 360,000 active; activation, % at 10.6 µM; in the data active = activation above about 7.5%;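 note: 0% = vehicle and 100% = reference activator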
PABP1 MLLE inh = inhibitors of PABP1 MLLE–PAM2 peptide binding, primary screen, biochemical, fluorescence polarization, FITC-PAM2, GST-MLLE; 0.36% of 360,000 active; inhibition, % at 20 µM; in the data active = inhibition above about 35%, passing the limit was not always enough;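 note: plate controls were DMSO wells with GST-MLLE for no effect and wells lacking GST-MLLE protein for full effect; some results filed as inactive read as strong as hits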
Rin1 Abl inh = inhibitors of Rin1-Abl protein binding, primary screen, biochemical, TR-FRET; inhibition, % at 7.35 µM; 0.4% of 360,000 active; AID 588664, 2011; in the data active = inhibition above about 5%, passing the limit was not always enough
Rpn11 block = Rpn11 (PSMD14) deubiquitinase inhibitors, primary screen, biochemical, fluorescence polarization, uHTS; 26S proteasome non-ATPase regulatory subunit 14 (Homo sapiens), O00487; human 26S proteasome, Ub4-pepOG fluorescence polarization; 20S core pre-blocked with epoxomicin; calls only at 20 µM; 0.59% of 360,000 active;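 active = inhibition at 20 µM, scaled to each plate's controls, above about 33%, limit read from the data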
E coli Lon inh = inhibitors of E. coli Lon protease, primary screen, biochemical, fluorescence polarization | 0.42% of 360,000 active | inhibition, % at 7.94 µM | P0A9M0 | purified E. coli Lon protease; in the data active = inhibition above about 13%, passing the limit was not always enough;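 note: 0% = enzyme with probe and DMSO and 100% = no enzyme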
MT1-MMP act inh = blockers of MT1-MMP proenzyme processing, primary screen, HT1080 RFP-PRO-GFP cells, GFP/RFP fluorescence; Matrix metalloproteinase-14 (Homo sapiens), P50281; GFP/RFP ratio fluorescence, overnight; percent of plate control window, DMSO zero; GFP/RFP ratio change, % at 20 µM; 0.061% of 360,000 active; AID 651647, 2012;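 active = GFP/RFP ratio change of at least 30% with cell ATP level not reduced by more than half and red fluorescence within 50% of control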; note: strong numbers were not always called active
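Assay system: HT1080 RFP-PRO-GFP cells | Dosing: 20 µM single dose, 1% DMSO | Incubation: Cells overnight before dosing, compound overnight, 37 °C, 5% CO2 | Evaluation: GFP/RFP fluorescence ratio | Control set: DMSO-only wells and HT1080 RFP-L50D-GFP cell wells as references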
Numbers without * were called inactive; i = inactive; · = not tested or not shown; & = joins results of further samples.

Fields – MsrA inh	CSN deneddyl inh	FAS TE block	MsrA act	PABP1 MLLE inh	Rin1 Abl inh	Rpn11 block	E coli Lon inh	MT1-MMP act inh
[1] NC(=O)C1CCN(C(=O)c2ccc(NC3=NC4CS(=O)(=O)CC4S3)cc2)CC1 (configuration not stated)
    -0.9	0	-6	-2	-14	-2	i	2	1
[2] CCOc1cc(S(=O)(=O)Nc2ccc(Cl)cn2)ccc1F
    -1.1	-3	-1	-5	-1	2	i	-4	6
[3] CC(C)(C)n1nnnc1C(c1cc2ccccc2o1)N1CCCCC1 (configuration not stated)
    -0.7	-6	10	-3	·	·	·	0	1
[4] Cc1nc2[nH]c(=S)n(C)c(=O)c2nc1C
    0.7	1	-9	5	-5	-3	i	-5	-1
[5] Cn1nc([N+](=O)[O-])nc1N1CCN(c2ccc(F)cc2)CC1
    -0.1	2	-5	-4	-16	0	i	4	-2
[6] COc1ccc(NC(=O)CSc2ccc(-c3ccco3)nn2)c(OC)c1
    -0.1	3	2	-12	18	2	i	4	0
[7] CN(C)c1cccc(C(=O)OCC(=O)Nc2nccs2)c1
    1.1	2	-10	0	-25	3	i	-18	0
[8] COc1c(N)c2c(c([N+](=O)[O-])c1OC)C(=O)OC2
    -0.4	-5	-5	-4	-5	1	i	-10	-2
[9] CC(NC(=O)N1CCOCC1)c1ccccc1 (configuration not stated)
    -0.1	0	-4	-2	6	-1	i	-6	-2
[10] Cc1ccc(C(O)P(=O)(OC(C)C)c2ccc(N(C)C)cc2)cc1 (configuration not stated)
    -1.7	-1	-4	0	3	1	i	4	2

(list continues)
Fields – MsrA inh	CSN deneddyl inh	FAS TE block	MsrA act	PABP1 MLLE inh	Rin1 Abl inh	Rpn11 block	E coli Lon inh	MT1-MMP act inh
[11] Cc1ccc(C2(C)NC(=O)N(CC(=O)Nc3cc(S(=O)(=O)N4CCOCC4)ccc3OC(C)C)C2=O)cc1 (configuration not stated)
    -0.9	-1	9	-2	-2	2	i	-3	1
[12] CCn1ncc(Br)c1C(=O)Nc1cc(C(=O)OC)ccc1C(=O)OC
    -0.3	-1	5	0	-6	3	i	-10	-3
[13] Cc1cc(C)nc(SCC(=O)Nc2cccc(S(=O)(=O)N(C)C)c2)n1
    0.2	-8	-6	-1	-9	2	i	5	2
[14] O=C(NCCN1CCN(C(=O)Nc2ccccc2)CC1)Nc1ccccc1
    1.3	0	-3	-15	-1	8	i	-3	3
[15] CCOC(=O)COc1ccc2c(c1)C(=O)CC(C)(c1cccnc1)O2 (configuration not stated)
    ·	-1	-7	-2	-8	0	i	4	1
[16] COc1cccc(-c2nc(CS(=O)(=O)CC(=O)N3CCN(C4CCCCC4)CC3)c(C)o2)c1
    -1.2	2	-6	-1	5	1	i	1	12
[17] CCc1ccc(Nc2nnc(SCC(=O)Nc3ccc(C(=O)O)cc3)s2)cc1
    0.2	-4	-5	-3	-4	-1	i	0	-1
[18] Cc1cccc(C)c1-n1nnnc1C1(C)CCC(=O)N1CC(F)(F)F (configuration not stated)
    0.2	3	-3	-12	·	·	·	0	2
[19] Cn1nnnc1SCC1=C(C(=O)O)N2C(=O)[C@@H](NC(=O)[C@H](O)c3ccccc3)[C@H]2SC1
    ·	20	-4	-2	-10	1	i	5	-2
[20] Cc1noc(C)c1S(=O)(=O)N(C)C[C@H]1OCc2cnnn2CCCC(=O)N([C@H](C)CO)C[C@H]1C
    0.2	2	-8	-12	14	-1	i	7	-3

Part of the list above, as labelled records:
11: Cc1ccc(C2(C)NC(=O)N(CC(=O)Nc3cc(S(=O)(=O)N4CCOCC4)ccc3OC(C)C)C2=O)cc1 (configuration not stated)
  MsrA inh: -0.9
  CSN deneddyl inh: -1
  FAS TE block: 9
  MsrA act: -2
  PABP1 MLLE inh: -2
  Rin1 Abl inh: 2
  Rpn11 block: i
  E coli Lon inh: -3
  MT1-MMP act inh: 1
13: Cc1cc(C)nc(SCC(=O)Nc2cccc(S(=O)(=O)N(C)C)c2)n1
  MsrA inh: 0.2
  CSN deneddyl inh: -8
  FAS TE block: -6
  MsrA act: -1
  PABP1 MLLE inh: -9
  Rin1 Abl inh: 2
  Rpn11 block: i
  E coli Lon inh: 5
  MT1-MMP act inh: 2

New compounds follow.
Fields – MsrA inh	CSN deneddyl inh	FAS TE block	MsrA act	PABP1 MLLE inh	Rin1 Abl inh	Rpn11 block	E coli Lon inh	MT1-MMP act inh
[21] CN(CCc1ccccn1)C(=S)Nc1ccc(Cl)c(Cl)c1
    0.3	1	6	0	-101	-2	i	-4	3
[22] CCc1nc2c(OCC(N)=O)cccn2c1N(C)C(=O)c1cccs1
    -0.1	-1	-8	-1	7	0	i	2	-2
[23] COc1ccc(NC(=O)CN(C)C(=O)COc2ccccc2Cc2ccccc2)cc1
    -0.8	-1	18	0	-2	0	i	3	4
[24] CN(CCN1CCc2ccccc2C1)Cc1nc(Cc2ccccc2F)no1
    -1.6	-1	-3	15*	10	5	i	3	-4
[25] Cc1ccc(NS(=O)(=O)c2cc(C(=O)N3CCOCC3)ccc2C)cc1
    1.8	4	-8	0	-2	4	i	-2	-3
[26] O=C(NC(=S)Nc1nc2c(ccc3ccccc32)s1)c1cccs1
    1.6	0	10	-4	13	-1	i	14	-2
[27] C[C@@H]1CC2=C(C(=O)OC(C)(C)O2)[C@H](c2ccc(Cl)cc2)O1
    -0.1	-3	-4	-2	·	·	·	2	7
[28] COC(=O)c1cc(OC)c(OC)cc1-n1cnc2cc(OC)c(OC)cc2c1=O
    -0.5	-3	-14	-3	-3	-4	i	-4	4
[29] COC(=O)c1cc(Br)c(N)cc1OC
    0.6	1	-1	-1	-3	-2	i	2	4
[30] Cc1nc(NCC2CCCO2)c2nnn(Cc3ccccc3Cl)c2n1 (configuration not stated)
    ·	6	-7	-12	3	-1	i	-6	4

The listing continues.
Fields – MsrA inh	CSN deneddyl inh	FAS TE block	MsrA act	PABP1 MLLE inh	Rin1 Abl inh	Rpn11 block	E coli Lon inh	MT1-MMP act inh
[31] Cc1ccc(-c2c[n+](CC(=O)Nc3ccccc3C)c3n2CCC3)cc1
    0.0	-1	-6	-4	12	-3	i	-12	-1
[32] CC(=O)Nc1ccccc1NS(=O)(=O)c1cccc([N+](=O)[O-])c1
    1.2	0	2	-3	2	-2	i	3	1
[33] Cn1cccc1CC(=O)N/N=C\c1c2ccccc2cc2ccccc12
    0.6	7	-5	-8	-5	4	i	1	-8
[34] O=C(Nc1ccccc1NC(=O)c1ccco1)c1ccccc1
    -0.7	1	-5	-7	11	1	i	13	1
[35] O=C(Nc1cc(C(F)(F)F)ccc1N1CCOCC1)c1cccnc1
    -0.8	-1	-4	-12	8	8	i	6	0
[36] COc1ccc2[nH]c(=O)c(COC(=O)c3ccco3)cc2c1
    0.5	1	-4	-6	-16	0	i	-10	-2
[37] Cc1cccn2c(NCc3ccc4c(c3)OCO4)c(-c3ccc(O)cc3)nc12
    1.4	-7	1	-3	10	0	i	-12	-2
[38] O=C1NC[C@@H](CCCCN2CCN(CC3CCCCC3)C(=O)C2=O)N(Cc2ccccc2)C1=O
    -0.8	-2	-9	-2	·	·	·	-3	5
[39] COc1nc(N/N=C/c2ccccc2F)nc(N2CCCCC2)n1
    -1.0	-4	6	-4	15	4	i	-9	0
[40] O=C(C[n+]1ccccc1)N/N=C/c1ccco1
    0.4	-15	-5	-13	3	1	i	-1	-1

Carrying on:
Fields – MsrA inh	CSN deneddyl inh	FAS TE block	MsrA act	PABP1 MLLE inh	Rin1 Abl inh	Rpn11 block	E coli Lon inh	MT1-MMP act inh
[41] COc1ccc(NS(=O)(=O)c2cccs2)cn1
    0.3	-1	-5	0	5	3	i	8	-2
[42] O=C(COc1ccc2ccccc2c1)Nc1cccc(C(=O)Nc2ccccc2C(=O)O)c1
    0.5	-4	32	-4	-3	0	i	-5	4
[43] CN(C)S(=O)(=O)c1ccc(Oc2ccccc2)cc1
    -0.2	6	1	-9	5	-1	i	2	2
[44] CCC1(CC)NC(=O)N(CC(=O)N2CCc3ccccc32)C1=O
    -0.2	-2	-4	-2	-53	1	i	1	·
[45] CSc1ccccc1NC(=O)CN(C)CC(=O)Nc1c(F)cccc1F
    0.1	-19	-6	-6	-1	3	i	-5	6
[46] O=C(/C=C/[C@H]1O[C@@H](n2ccc(=O)[nH]c2=O)[C@H](O)[C@@H]1O)N1CCN(CCc2ccccc2)CC1
    2.0	-2	-4	-5	8	3	i	-12	6
[47] COc1ccc(S(=O)(=O)N2CCOCC2)cc1NC(=O)CCc1nc2ccccc2c(=O)[nH]1
    0.1	1	-6	-10	-15	-2	i	-7	-2
[48] Cc1ccccc1S(=O)(=O)Cc1ccc(C(=O)NCc2ccc(F)cc2)o1
    -0.9	3	-5	-4	6	1	i	-3	-1
[49] COc1ccc(S(=O)(=O)n2c(C)nc3ccccc32)cc1C
    0.2	-3	-3	-5	4	0	i	1	-1
[50] CC(C)CC(=O)Nc1nnc(S(=O)(=O)N(C)Cc2ccco2)s1
    ·	-2	-4	-1	8	2	i	-8	-5

Continuation:
Fields – MsrA inh	CSN deneddyl inh	FAS TE block	MsrA act	PABP1 MLLE inh	Rin1 Abl inh	Rpn11 block	E coli Lon inh	MT1-MMP act inh
[51] O=C1CC(N2CCN(c3ccc(C(=O)c4ccc(F)cc4)cc3)CC2)C(=O)N1 (configuration not stated)
    3.2	2	-2	-14	-8	-2	i	-7	0
[52] CCC(C)Sc1cc(-c2nc3ccc(Cl)cn3c2NC2CCCCC2)ccc1OC (configuration not stated)
    0.4&-0.8	7&6	23&22	-7&-12	-32	2	i	2&-18	-5&-2
[53] COC(=O)c1sc(C(=O)OC)c(C(=O)OC)c1C(=O)OC
    0.2	2	-11	-3	-7	-1	i	-6	-8
[54] CSc1ccccc1NC(=O)C1=CC(c2ccc(C)cc2)=NS(=O)(=O)N1C
    3.2	7	24	-2	10	0	i	6	-3
[55] Cc1ccccc1NC(=O)/C(=C/c1ccccc1)c1ccccc1
    1.9	-3	5	1	1	-1	i	-4	-3
[56] O=C(Nc1ccc(-n2ccnc2P(=O)(O)c2ccccc2)cc1)c1ccccc1Cl
    0.1	-2	-7	4	11	0	i	6	2
[57] COc1cccc(CC2(CO)CCN(Cc3cnc(-c4cccc(C)c4)nc3)CC2)c1
    1.4	-4	11	1	-4	-1	i	9	0
[58] COc1ccc(NC(=S)N2CCC(N(C)CCN3CCOCC3)CC2)cc1
    -0.3	-2	-11	-6	-3	0	i	-6	4
[59] Cc1cc(Cl)ccc1OCCCC(=O)Nc1cc(S(=O)(=O)N2CCOCC2)ccc1N1CCOCC1
    -0.6	-1	26	-5	5	3	i	3	-1
[60] COc1cc2c3c(c1)C1(C(=O)N3C(C)(C)C=C2C)C(C#N)=C(N)Oc2cc(C)oc(=O)c21 (configuration not stated)
    0.4	-3	0	-2	-17	3	i	-6	5

Bioassay records deposited in PubChem by several laboratories.
